# Ecoli viability – bacterial growth inhibition, counter-screen for AddAB inhibitors; 330,000 compounds, 0.27% hits; inhibition, % at 11.9 µM; E. coli V3065 growth, OD600 absorbance, 18 h;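 active = inhibition above the campaign's mean inhibition across all tested compounds plus 3 SD, cut at about 9.9% in these data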;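 also: uninfected addAB+ strain grown without phage in ampicillin broth; 0% = DMSO wells and 100% = ciprofloxacin 0.95 µg/ml wells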
# PKA-R1A act – activates the PKA-R1A holoenzyme complex; PKA-R1A dissociation, Cy5-IP20 fluorescence polarization; scaled: DMSO 0%, 113 µM cGMP 100%; 340,000 compounds, 0.083% hits; activation, % at 11.4 µM; P00514+P68181; AID 504707;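 active = percent activation above the mean of all tested compounds plus 3 SD, cut at about 19% in these data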;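 also: higher means more PKAc released from R1A so a rise in polarization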
# OPRM1-OPRD1 ag – OPRM1-OPRD1 heterodimerization agonism; cells, luminescence; AID 504326; P35372+P41143; activation, % at 9.3 µM; 340,000 compounds, 0.3% hits; in the data active = activation above about 18%;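 also: 0% = vehicle-treated cells and 100% = reference agonist; values of inactives mirror those of a sister screen read the other way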
# HTR5A inv ag – HTR5A inverse agonism, opioid heterodimer counter-screen. inhibition, % at 9.3 µM. 340,000 compounds, 0.083% hits. HTR5A cell line, luminescence. AID 504634; in the data active = inhibition mostly above about 23%, no sharp cut-off; inactive = mostly below about 18%;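 also: 0% = cells with DMSO and 100% = no-cell wells with DMSO; some compounds called inactive have numbers as strong as hits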
# Pemphigus Ab inh – inhibitors of pemphigus antibody binding to human desmoglein-3; P32926; DSG3-coupled beads, scFv-anti-DSG3-GFP binding, flow cytometry; active compounds read low; binding (percent of control), % at 10 µM; 310,000 compounds, 0.48% hits; AID 588358;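 active = binding more than 3 SD below its plate's average and above zero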;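 also: hits lower antibody fragment binding to DSG3; some compounds called inactive have numbers as strong as hits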
# Target sequence (P32926 whole entry, looked up, the tested form may be a part): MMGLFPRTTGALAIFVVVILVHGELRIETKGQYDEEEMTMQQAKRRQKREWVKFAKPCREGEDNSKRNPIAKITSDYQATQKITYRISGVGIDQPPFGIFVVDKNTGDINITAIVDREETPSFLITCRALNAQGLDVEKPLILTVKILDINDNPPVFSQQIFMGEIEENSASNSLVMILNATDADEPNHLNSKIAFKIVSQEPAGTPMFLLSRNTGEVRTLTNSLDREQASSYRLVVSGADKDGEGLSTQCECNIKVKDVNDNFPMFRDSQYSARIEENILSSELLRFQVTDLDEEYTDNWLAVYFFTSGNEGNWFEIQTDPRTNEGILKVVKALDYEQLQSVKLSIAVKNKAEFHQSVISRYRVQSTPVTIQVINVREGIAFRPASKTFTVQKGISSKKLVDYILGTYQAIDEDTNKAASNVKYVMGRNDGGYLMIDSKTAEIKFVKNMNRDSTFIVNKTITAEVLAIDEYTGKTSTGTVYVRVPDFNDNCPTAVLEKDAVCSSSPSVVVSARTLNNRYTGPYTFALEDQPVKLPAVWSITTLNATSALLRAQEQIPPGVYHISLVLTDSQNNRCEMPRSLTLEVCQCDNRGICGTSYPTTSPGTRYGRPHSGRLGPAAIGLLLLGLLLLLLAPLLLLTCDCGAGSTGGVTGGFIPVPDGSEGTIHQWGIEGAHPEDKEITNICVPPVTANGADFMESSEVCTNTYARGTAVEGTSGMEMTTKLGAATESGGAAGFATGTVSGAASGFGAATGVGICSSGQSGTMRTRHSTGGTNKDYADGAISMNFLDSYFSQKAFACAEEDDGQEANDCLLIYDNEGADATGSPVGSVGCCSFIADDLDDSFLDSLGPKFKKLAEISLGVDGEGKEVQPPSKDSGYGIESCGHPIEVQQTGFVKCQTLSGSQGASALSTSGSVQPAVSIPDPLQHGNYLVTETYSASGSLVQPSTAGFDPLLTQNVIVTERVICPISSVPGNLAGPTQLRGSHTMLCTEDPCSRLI
# PfHsp90 set2 – inhibits growth of yeast expressing Plasmodium falciparum Hsp90; S. cerevisiae expressing PfHsp90, BacTiter-Glo ATP, 48 h; yeast lacking PDR1 and PDR3 efflux regulators; inhibition, % at 9.4 µM; 310,000 compounds, 0.32% hits; AID 504621;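 active = every replicate shows inhibition above about 80%, whatever the replicate mean, limit read from the data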;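 also: 0% = DMSO neutral controls and 100% = 20 µM radicicol positive controls; yeast relying on Plasmodium falciparum Hsp90 in place of its own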
# Mot1-301 SUMO – SUMOylation pathway inhibition by Mot1-301 growth rescue; AID 2716; growth rescue, % at 18.8 µM; S. cerevisiae Mot1-301 growth rescue, ATP luminescence, 38.5C; percent above DMSO median, 100 means doubled; 320,000 compounds, 1% hits;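 active = every valid replicate shows activation above 250% relative to neutral control wells; inactive = the rest, any valid replicate at or below 250%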;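 also: OY570 slx delta 5 strain wells were the positive control but not used for scaling; some compounds called inactive have numbers as strong as hits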
# MOR-DOR inv ag – inverse agonist of human OPRM1-OPRD1 heterodimerization; inhibition, % at 9.3 µM; 340,000 compounds, 0.21% hits; P35372+P41143; cell-based MOR-DOR heterodimer luminescence, inverse agonism; in the data active = inhibition above about 22%, passing the limit was not always enough;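 also: 0% = cells with DMSO and 100% = wells without cells with DMSO; values of inactives mirror those of a sister screen read the other way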
# AddAB inh – less growth of phage-infected E. coli with AddAB; 330,000 compounds, 0.29% hits; E. coli expressing H. pylori AddAB, absorbance growth; inhibition, % at 11.9 µM; in the data active = inhibition above about 12%;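 also: 0% = vehicle wells of infected cells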
# phage Ecoli inh – E. coli growth loss with phage present. AID 651602. inhibition, % at 11.9 µM. growth absorbance. 360,000 compounds, 0.26% hits; in the data active = inhibition above about 11%
# HTR5A ag – activates human HTR5A in OPRM1-OPRD1 agonist counter-screen; 340,000 compounds, 0.61% hits; AID 504692; HTR5A agonist assay, luminescence, cell-based; activation, % at 9.3 µM; P47898; in the data active = activation mostly above about 9.5%, no sharp cut-off; inactive = mostly below about 7.6%;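 also: 0% = cells with vehicle only and 100% = reference agonist; strong numbers were not always called active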
# Active calls of the source: *; · = no result given.
SMILES,Ecoli viability,PKA-R1A act,OPRM1-OPRD1 ag,HTR5A inv ag,Pemphigus Ab inh,PfHsp90 set2,Mot1-301 SUMO,MOR-DOR inv ag,AddAB inh,phage Ecoli inh,HTR5A ag
C=C(Br)CN1[C@@H](Cc2ccccc2)[C@H](O)[C@@]23C=C[C@@H](C[C@@H]2S1(=O)=O)O3,-0.4,10,-2.2,-7,86*,21,24,12,2.4,3.8,2
CC1CCc2c(sc(NC(=O)CSc3ncn[nH]3)c2C#N)C1 (stereo unspecified),-1.5,3,-0.7,-34,99,11,-4,3,2.4,2.2,1
O=C(Cn1cnc2ccccc2c1=O)NNC(=O)c1ccccc1,0.3,·,·,·,114,·,-3,·,0.1,3.7,·
CCc1nc(SCc2ccc(F)cc2)n[nH]1,-1.8,-9,-2.6,4,111,·,-4,13,-1.9,2.1,-1
CO[C@H]1/C=C/O[C@@]2(C)Oc3c(C)c(O)c4c(O)c(c(C=NN5CCN(C)CC5)c(O)c4c3C2=O)NC(=O)/C(C)=C\C=C\[C@H](C)[C@H](O)[C@@H](C)[C@@H](O)[C@@H](C)[C@H](OC(C)=O)[C@@H]1C,48*,-4,0.9,-10,121,-32,-5,-5,52*,78*,7
Cc1cnc(C(=O)Nc2ccc(OC(F)(F)F)cc2)cn1,1.1,10,-0.5,-9,118,-8,-2,2,-0.8,4.5,2
NS(=O)(=O)c1ccc(CNC(=O)c2ccc3c(=O)n4c(nc3c2)CCC4)cc1,2.8,10,-0.1,5,105,9,-9,1,0.3,2.9,9
Cc1ccc(Cn2cnc3ccccc32)cc1,-2.3,-6,-2.0,-4,126,-8,11,9,2.6,2.8,1
COc1ccccc1CNC(=O)COC(=O)c1ccc(S(=O)(=O)N2CCCCC2)cc1,-1.1,-9,1.7,-8,81*,-8,5,-6,0.5,7.8,3
CCc1nnc(NC(=O)CCC(=O)NC2CCCCCC2)s1,0.0,4,-3.5,19,102,26,6,18,1.4,0.7,1
Cc1cccc(N2CCN(C(=O)NC(C)c3ccc(F)c(F)c3)CC2)c1C (stereo unspecified),1.4,-15,1.1,-15,107,-7,17,-6,0.2,0.6,4
COc1cc(/C=C/C(=O)Nc2cccnc2)cc(OC)c1OC,2.5,-5,-4.2,-17,104,-14,251,20,2.9,1.5,4
CC(C)CSc1n[nH]c(=S)s1,-0.7,3,-0.6,10,105,-10,-26,3,-0.1,-0.2,0
COc1ccc(NC(=O)COC(=O)c2ccc(OCc3c(C)noc3C)cc2)cc1OC,1.8,-3,-0.4,0,103,-15,-5,2,1.2,2.0,1
O=C(NC1CCCCC1)N(CCN1CCCC1)Cc1cc2cc3c(cc2[nH]c1=O)OCCO3,1.7,-5,-2.9,3,142,-19,0,17,1.6,·,-3
C=C(C)CNC(=S)N1CCNC(=O)C1CC(=O)OC (stereo unspecified),-1.7,1,-1.1,4,104,2,-7,6,-2.7,-0.1,-1
Cc1cc(NS(=O)(=O)c2c(C)[nH]c(=O)[nH]c2=O)ccc1Br,·,-7,-2.6,-2,90,-2,-24,15,·,2.4,1
O=C(/C=C/Nc1cccc(C(F)(F)F)c1)C(F)(F)F,-1.3,2,-0.5,3,99,·,4,3,-4.2,2.4,7
COc1ccccc1NCCC(=O)O,-0.4,-2,-2.4,-6,98,13,4,13,0.7,0.9,2
CCC(C)NS(=O)(=O)c1ccc(OCC(=O)NCC2CCCO2)cc1 (stereo unspecified),0.8,5,-0.7,15,97,·,235,4,0.6,0.6,-6
CCOC(=O)c1cccc(NC(=O)c2ccc(-n3cnnn3)cc2)c1,-3.0,-3,-3.0,-10,118,-5,-4,15,-0.6,2.2,3
O=S(=O)(Nc1ccc(F)cc1)c1ccc(NC(=S)Nc2ccccc2)cc1,-0.3,-5,-3.0,5,94,-4,25,15,2.1,0.1,-2
COc1ccc(OC)c(-c2csc(NC(=O)c3ccc4c(c3)OCO4)n2)c1,2.4,2,-0.2,-24,94,-9,1,1,4.1,5.2,-1
Cc1cc([N+](=O)[O-])nn1CC(=O)NC1CCCCC1,-0.3,-6,-0.7,16,107,-9,9,4,0.5,0.6,-6
O=C(Nc1cc(Cl)ccc1N1CCOCC1)c1ccncc1,-0.1,5,-4.0,-5,96,·,-5,17,0.2,1.8,2
COc1ccc(NC(=O)CN2CCN(S(=O)(=O)c3ccc(Cl)cc3)CC2)cc1Cl,-2.2,-1,-1.8,1,108,-10,38,11,3.8,0.9,0
Oc1ccc(-c2cc(-c3ccc(O)cc3)nc(-c3ccccc3)n2)cc1,-1.0,-11,2.7,7,103,11,-19,-12,-4.3,3.0,-2
NS(=O)(=O)c1ccc(CCNC(=O)C2CCC(Cn3c(=S)[nH]c4ccccc4c3=O)CC2)cc1 (stereo unspecified),0.1,-15,-0.2,-14,97,-7,-15,1,1.4,2.9,-4
CC1=C(C)CC(C(=O)Nc2cccc(Cl)c2)C(C(=O)O)C1 (stereo unspecified),-0.2,-9,-0.9,15,·,-8,-25,5,-0.7,2.9,4
CCn1cc(C(=O)NCCC(C)C)c(=O)c2cc(F)c(N3CCN(C)CC3)cc21,99*,-14,-3.8,-1,101,-9,-10,19,100*,40*,0
Cn1cc(C(=O)c2ccc(Cl)cc2Cl)cc1C(=O)N/N=C(\N)COc1ccc(Cl)cc1Cl,3.0,3,1.3,-16,98,-26,-22,-7,2.4,7.0,6
O=C(COc1ccc2c(c1)oc(=O)c1ccccc12)N[C@@H](Cc1c[nH]c2ccccc12)C(=O)O,-1.0,-2,-1.8,14,103,13,106,9,2.2,2.3,3
CCOc1ccc(CCNC(=O)COC(=O)c2cccc(S(=O)(=O)N(C)C)c2)cc1OCC,·,4,-1.4,-10,102,·,·,6,·,1.5,4
CC1CN(c2nc3ccccc3nc2C(C#N)C(=O)OC2CCCCC2)CC(C)O1 (stereo unspecified),-0.7,8,-0.3,4,103,·,7,2,1.6,1.3,-2
Cc1cc(C)n(-c2nc(C)nc(N)n2)n1,0.1,5,-0.3,-9,83,10,-10,1,3.5,-0.5,2
CCOc1ccc(NC(=O)C2CCC(CNc3c(N4CCCCC4)c(=O)c3=O)CC2)cc1 (stereo unspecified),0.2,2,-2.3,-3,91,3,2,12,1.4,1.8,1

# Among those listed so far, these have a cyano group.
SMILES,Ecoli viability,PKA-R1A act,OPRM1-OPRD1 ag,HTR5A inv ag,Pemphigus Ab inh,PfHsp90 set2,Mot1-301 SUMO,MOR-DOR inv ag,AddAB inh,phage Ecoli inh,HTR5A ag
CC1CCc2c(sc(NC(=O)CSc3ncn[nH]3)c2C#N)C1 (stereo unspecified),-1.5,3,-0.7,-34,99,11,-4,3,2.4,2.2,1
CC1CN(c2nc3ccccc3nc2C(C#N)C(=O)OC2CCCCC2)CC(C)O1 (stereo unspecified),-0.7,8,-0.3,4,103,·,7,2,1.6,1.3,-2

# Additional compounds follow:
SMILES,Ecoli viability,PKA-R1A act,OPRM1-OPRD1 ag,HTR5A inv ag,Pemphigus Ab inh,PfHsp90 set2,Mot1-301 SUMO,MOR-DOR inv ag,AddAB inh,phage Ecoli inh,HTR5A ag
COc1cc(-c2noc(C)c2C#CCO)cc(OC)c1OC,4.3,-4,2.1,0,104,5,-6,-12,2.6,1.2,0
Cc1cc(C)cc(NC(=O)C2CCCN(S(=O)(=O)c3c(C)noc3C)C2)c1 (stereo unspecified),-1.2,-6,1.4,-3,·,-16,23,-7,3.9,1.6,0
Cc1ccc2c(c1)c(N=NC(N)=S)c(O)n2Cc1ccccc1,-1.1,-4,13,-9,107,-11,26,-71,1.5,1.4,-3
CCCc1ccc(S(=O)(=O)N2CCN(C(C)C(=O)NCc3ccc(OC)cc3)CC2)cc1 (stereo unspecified),0.3,-7,-1.3,-37,100,1,11,6,-0.3,-1.1,15
COc1cc(/C=C/C(=O)Nc2ccc(OC)c(S(=O)(=O)N3CCOCC3)c2)ccc1OC(F)F,0.3,-19,-1.7,-1,·,-7,25,7,0.5,1.9,0
COc1ccc(C(C(=O)NCc2ccccc2)N(Cc2ccco2)C(=O)c2cnccn2)cc1 (stereo unspecified),-1.3,-9,0.2,-10,121,·,-3,-1,1.8,0.5,-2
Cc1ccc2c(c1)[C@H]1[C@H](CO2)[C@H](c2ccccc2)[C@]2(C)C(=O)NCC(=O)N12,-1.5,1,-0.1,-7,102,-1,18,1,2.5,1.9,-1
COc1ccc(OCCSc2nc3nc(C)cc(C)n3n2)cc1,1.9,-3,-3.2,3,102,-17,·,17,1.9,1.7,-1
Cc1cc(Cl)ccc1OCCCC(=O)OCC(N)=O,0.3,-4,-2.9,-5,94,12,-5,14,-0.6,3.2,2
O=C1CCCC2=C1C(c1cccc(Br)c1)n1nc(-c3ccco3)nc1N2 (stereo unspecified),-1.4,-11,-2.3,9,100,-3,·,13,-1.6,0.2,-3
COCCN1CCN(c2c3c(nc4cc(-c5cccc(F)c5)nn24)CCC3)CC1,-1.1,0,-1.9,-2,·,9,22,8,2.4,2.0,1
O=C(NCc1cccnc1)c1cc(Cl)ccc1[N+](=O)[O-],-2.4,-5,-1.6,6,106,-3,16,8,3.0,1.6,-2
COc1ccc(N(C(=O)Cn2cnc3ccccc32)C(C(=O)NC2CCCCC2)c2ccccc2)cc1 (stereo unspecified),0.4,5,·,·,93,-19,-9,·,0.8,-0.9,·
CC(C)C[C@H](NC(=O)c1nc[nH]c1C(=O)N(C)Cc1ccccc1)C(=O)OC(C)(C)C,-0.1,0,5.5,-2,115,-2,-2,-31,-0.8,3.8,-3
Cc1ccc2c(c1)N(CC(=O)N1CCC(O)CC1)C(=O)CO2,·,-1,0.9,-16,100,-21,·,-7,·,0.7,0
Clc1ccc(N2CCN(Cc3c[nH]c4ncccc34)CC2)cc1,1.4,-1,·,·,102,16,15,·,0.2,0.8,·
O=C(c1cccc(N2CCCC2=O)c1)N1CCN(c2ccc(F)cc2)CC1,1.9,2,-1.2,22,101,36,13,6,2.9,1.8,-5
CC1CC(CCC(=O)NC(=S)Nc2ccc(S(N)(=O)=O)cc2)C(=O)O1 (stereo unspecified),0.8,-3,-1.9,16,96,-19,284,9,3.6,5.0,0
CN(C)S(=O)(=O)c1ccc(NC(=O)COc2ncnc3sccc23)cc1,0.8,-9,-1.0,42,·,2,3,4,0.8,1.8,4
COc1ccccc1NCC(=O)n1nc(C)cc1C,-1.9,-3,-0.9,17,113,-5,8,4,-0.5,-5.2,-7
COc1ccc(OCc2cc(C(=O)NC3CCc4ccccc43)no2)c(Cl)c1 (stereo unspecified),0.1,11,-1.2,-21,109,1,-7,4,-0.1,0.6,0
NNC(=O)c1nc(-c2cccc(-n3cccc3)c2)no1,-1.6,-2,-3.0,0,103,20,17,15,1.1,1.1,-6
CC1=CC(C)(C)NC(=S)N1c1cccc2ccccc12,0.2,1,0.2,10,103,-22,5,-1,3.1,-1.9,-4
CC(=O)c1c(C)nc(-c2ccc3c(c2)OCO3)n1O,2.4,-3,-4.3,-30,107,16,9,21,2.7,1.7,12
OCC[C@H]1C[C@@H](O)[C@H](O)[C@@]2(CCCCO2)O1,-3.2,2,0.8,11,104,-2,54,-5,0.1,-0.6,-4
